IL1B secr inh: inflammasome signaling inhibition, IL-1 beta readout. AID 743279. 360,000 tested, 4.7% active. THP-1 LPS/ATP IL-1B secretion, AlphaLISA, 16 h; active compounds read low. activity change, % at 57.5 µM; in the data active = activity change below about -50%; inconclusive = mostly about -30% to -49%; note: % is set by controls: 0 for no effect and ±100 for the full control effect
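THP-1 cells pretreated 1 hr with compounds (up to 57.5 uM final), then stimulated with LPS (250 ng/mL final) plus ATP (1.25 mM final); secreted IL-1B measured by AlphaLISA after 16 hr, decreased signal indicating inhibition.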
ATXN2 expr inh: ATXN2 expression inhibition | 360,000 tested, 0.72% active | AID 1745845 | HEK-293 ATXN2-luciferase reporter, luminescence, 24 h | Potency, µM (series often up to 57 µM), for inactives: at the highest dose activity change, negative = inhibition, hits mostly inhibitors; note: potency is the fitted concentration of half-maximal effect; % is set by controls: 0 for no effect and ±100 for the full control effect; nearly all actives have a fitted effect of over 55% in size
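qHTS (up to 57 uM final) was run with 24 h compound exposure of reporter cells at 37 °C. Each well was multiplexed: SteadyGlo luminescence measured ATXN2-luciferase expression after a fluorogenic Gly-Phe-AFC viability readout (25 uM final).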
TGFb inhibitor: TGF-b pathway inhibition. HepG2 CAGA-GFP TGF-b/SMAD3 reporter, GFP fluorescence, 18 h; TGF-beta stimulated, 500 pg/mL final. Potency, µM (highest dose often 46.1 µM), inactives show top-dose activity, negative = inhibition, most hits filed as inhibitors. 410,000 tested, 1.2% active. AID 588855; note: potency is the fitted concentration of half-maximal effect; % is set by controls: 0 for no effect and ±100 for the full control effect; nearly all actives have a fitted effect of over 65% in size
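Per well, imaged GFP fluorescence of HEPG2 CAGA-GFP cells gives the signal; cells get compound, then TGF-beta (500 pg/mL final), 18 h at 37 degrees C; %Activity versus -TGF-beta and +DMSO controls.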
ATXN viability: viability counter-screen for ATXN expression inhibitors; S2 cells (HEK-293 line with an ATXN2-luciferase reporter) viability, CellTiter-Fluor protease fluorescence, 24 h; Potency, µM (top dose mostly 56.7 µM), hits mostly cytotoxic; 400,000 tested, 0.49% active; AID 651635; note: potency is the fitted concentration of half-maximal effect; nearly all actives have a fitted effect of over 40% in size
HepG2 viability: counter-screen for TGF-b inhibitors: cytotoxicity in HepG2 cells | HepG2 CAGA-GFP viability, ATP luminescence, 18 h | Potency, µM (highest dose often 46.1 µM), for inactives: at the highest dose activity change, negative = cytotoxicity, hits mostly cytotoxic | 410,000 tested, 0.76% active; note: potency is the fitted concentration of half-maximal effect; some results filed as inactive show a strong effect at the top dose
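HepG2 CAGA-GFP cells (1000/well, DMEM with 1% FBS) received compound, then TGF-beta at 500 pg/mL final, and were incubated 18 hours at 37 degrees C. Viability was read by CellTiter-Glo luminescence. Media-only wells were set as complete cell-killing and DMSO as no toxicity.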
Nrf2 activator: activators of Nrf2 (ARE) signaling; 410,000 tested, 0.31% active; Potency, µM (series often up to 46.1 µM), for the others: at the top dose activation, most hits filed as activators; AREc32 ARE-luciferase reporter (MCF7-derived line), luminescence, 24 h; note: potency is the fitted concentration of half-maximal effect; % of control where 0% means no effect; nearly all actives have a fitted effect of over 65% in size
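Nrf2 activation is followed as ARE-luciferase induction in the AREc32 line after one day of compound treatment; luminescence is read with Steady-Glo.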
Nrf2 block: inhibitors of Nrf2 signaling; A549 ARE-Fluc reporter, luciferase luminescence, 18-24 h; Potency, µM (highest dose often 46 µM), for the others: top-dose activity change, negative = inhibition, usual class: inhibitors; 360,000 tested, 2.1% active; AID 504444; note: potency is the fitted concentration of half-maximal effect; % is set by controls: 0 for no effect and ±100 for the full control effect; nearly all actives have a fitted effect of over 60% in size
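In this cell-based qHTS, ARE-driven firefly luciferase in A549 cells reports Nrf2 activity; the luminescent signal after BugLite lysis is the measured value, with a prior CellTiter-Fluor read for cell health.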
A549 viability: counter-screen for Nrf2 inhibitors: cytotoxicity in A549 cells; A549 ARE-Fluc cells, CellTiter-Fluor viability, 18-24 h; Potency, µM (top dose mostly 46 µM), without a hit: at the highest dose activity change, negative = cytotoxicity, most hits filed as inhibitors; 390,000 tested, 0.16% active; note: potency is the fitted concentration of half-maximal effect; % is set by controls: 0 for no effect and ±100 for the full control effect
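A549 ARE_Fluc cells in 5% FBS OPTI-MEM were exposed to compounds in concentration-response for 18-24 h at 37 deg C. Viability was read by CellTiter-Fluor fluorescence (Ex 405/Em 525) after 30 min, before the luciferase read.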
MCF10A rereplic: inducers of DNA re-replication in MCF 10A breast cells; AID 624296; MCF 10A DNA re-replication, Hoechst nuclear intensity, 48 h; Potency, µM (highest dose often 46.1 µM), for the others: at the top dose activity, positive = re-replication, most hits filed as activators; 350,000 tested, 2.9% active; note: potency is the fitted concentration of half-maximal effect; % of control where 0% means no effect; nearly all actives have a fitted effect of over 50% in size
* = called active by the depositor; i = inactive; ? = inconclusive; · = not tested or not shown; [ ] = remark or other dose. Unless noted, calls come from the whole dose curve; as a rule, active = well fitted curve in the direction sought with a large enough effect; inconclusive = small, poorly fitted or top-dose-only effect, or another doubt; inactive = no such curve, though single readings can be large; an effect the other way counts as inactive or inconclusive.

SMILES	IL1B secr inh	ATXN2 expr inh	TGFb inhibitor	ATXN viability	HepG2 viability	Nrf2 activator	Nrf2 block	A549 viability	MCF10A rereplic
CC(C)C(NC(=O)/C(=C\c1ccco1)NC(=O)c1ccco1)C(=O)O (stereo unspecified)	0	5%	2%	i	5%	-0.2%	2%	-2%	?
O=C(NCCc1nc2ccccc2[nH]1)c1cccc(Br)c1	48	·	0%	i	-27%	0.3%	26µM*	3%	1%
Cc1ccc(S(=O)(=O)N(C)C)cc1NC(=O)c1cc(-c2ccco2)nc2ccccc12	14	3%	22%	i	6%	14%	9%	0%	?
CCCCN(C)C(=O)c1nc2ccccn2c1CN1CCSCC1	-24	·	?	i	0%	-0.9%	12%	11%	3%
Cc1ccc(-c2nc3ncccc3o2)cc1NC(=O)c1cccnc1	-14	9%	0%	i	-13%	-1.2%	-19%	-6%	?
Cc1cc2[nH]c(=O)c(=O)[nH]c2cc1S(=O)(=O)N1CCC(C)CC1	29	-4%	19%	i	-4%	-0.1%	28%	0%	9%
CCN1CCN(C(=O)C2c3cc(OC)c(OC)cc3C(=O)N(C)C2c2ccc(SC)cc2)CC1 (stereo unspecified)	28	-4%	15%	i	-13%	25%	1%	·	-2%
Cc1ccccc1NC(=O)C1CCN(C2=NS(=O)(=O)c3ccccc32)CC1	-8	-15%	-12%	i	24%	-0.4%	-7%	1%	-3%
N#CCCN(C(=O)CSc1ccc2c(c1)OCCO2)c1ccccc1	-10	20%	?	i	-18%	0.3%	7%	-2%	8%
CCOC(=O)N1CCN(C(=O)c2oc(=O)c3ccccc3c2-c2ccc(C)cc2)CC1	?	-11%	-17%	i	-43%	0.1%	-14%	8%	-2%
O=C(OCC(=O)N1CCN(S(=O)(=O)c2ccc(Cl)cc2)CC1)c1ccc([N+](=O)[O-])o1	?	-9%[11.3 µM]	-13%	i	-23%	14%	5%	-5%	0%
O=C(Cc1ccc([N+](=O)[O-])cc1)NCC1CCCO1 (stereo unspecified)	-2	-13%	9%	i	4%	0.1%	10%	4%	-1%
CCCC(=O)Nc1nnc(-c2ccco2)s1	12	20%	-18%	i	3%	?	·	-5%	12%
COc1ccc(S(=O)(=O)NC(=O)C2(C)CCN2C(=O)Cc2ccc(-c3ccccc3)cc2)cc1 (stereo unspecified)	-4	-2%	1%	i	-19%	-1.4%	·	·	·
CC(=O)c1cccc(-n2c(=O)c3c4c(sc3n(CC(=O)Nc3ccccc3F)c2=O)CN(C(C)=O)CC4)c1	·	-9%	1%	i	4%	-0.5%	?	3%	·
CCC1Sc2ccccc2N(CC(=O)NCc2ccc3c(c2)OCO3)C1=O (stereo unspecified)	-14	-12%	-1%	i	-24%	0.7%	0%	9%	-7%
Cc1ccc2c(C)c(C(=O)N3CCN(c4ncccn4)CC3)oc2c1C	-6	-4%	?	i	-43%	3.3%	-10%	6%	?
O=C(CCn1nnc2ccccc21)NNC(=O)C1CCCCC1	0	-2%	2%	i	3%	-0.4%	6%	-2%	-12%
Cc1ccc[n+](CC(=O)N2CCCCC2)c1C	-6	10%	?	i	24%	0.7%	15%	0%	2%
CCN(CC(=O)NC1CCS(=O)(=O)C1)C(=O)c1ccc(S(=O)(=O)N(CC)CC)cc1 (stereo unspecified)	-10	·	7%	i	6%	-0.9%	5%	0%	-1%
Cc1cc(Sc2nc(NC(C)C)nc(NC(C)C)n2)nc(Cl)n1	-17	-16%	-1%	i	2%	?	10%	2%	14%
COC(=O)[C@@H](Cc1ccc(O)cc1)NC(=O)[C@H]1CCC(=O)N1C(=O)OCc1ccccc1	20	7%	16%	i	1%	-0.2%	-10%	-3%	-1%
CSc1nc(NS(=O)(=O)c2cc(C)c(Cl)cc2Cl)nn1C	26	1%	0%	i	0%	0.1%	-8%	-4%	-2%
O=C(Nc1ccc(S(=O)(=O)NCc2ccco2)cc1)c1ccncc1	3	-14%	0%	i	-25%	6.6%	13µM*	-4%	23%
CCC1CCCCN1C(=O)CSc1n[nH]c(-c2ccccc2Cl)n1 (stereo unspecified)	·	·	-24%	·	-16%	0.6%	·	-19%	·
NC1=NN=C(N2N=C(c3ccccc3)CC2(O)C(F)(F)F)n2ncnc2C1 (stereo unspecified)	-3	4%	-2%	i	-18%	-0.3%	9%	6%	2%
O=[N+]([O-])c1ccc(C2CCCC/C2=N/OCc2ccc(F)cc2)c([N+](=O)[O-])c1 (stereo unspecified)	-9	·	?	·	-24%	-0.3%	-23%	-7%	15%
O=C(NC1CC(=O)N(c2ccc(F)cc2)C1)C(=O)c1c[nH]c2ccccc12 (stereo unspecified)	17	1%	7%	i	-1%	0.6%	0%	4%	2%
CCN1CCN(c2c(Cl)cccc2NC(=O)c2ccc3c(c2)OCCO3)CC1	-9	-18%	-18%	?	-30%	0.1%	-2%	-2%	2%
CC1CCN(c2cc(N)c(Cl)cc2[N+](=O)[O-])CC1	-78*	6%	-6%	?	-17%	0.1%	6%	-7%	10%
COCCN(C(=O)CCC(=O)Nc1ccccn1)C(C(=O)NCCC(C)C)c1ccc(C)cc1 (stereo unspecified)	-7	-15%	9%	i	2%	-0.2%	-13%	-5%	-2%
Cc1cc(-c2cccs2)n[nH]1	-2	-3%	-6%	i	29%	-0.9%	13%	-1%	-1%
COCCCNC(=S)N/N=C/c1ccccc1O	4	·	1.8µM*	?	-57%	?	15%	19%	7%
COc1ccc(/C(C)=N\NS(C)(=O)=O)c(OC)c1	0	7%	2%	i	-1%	-0.4%[9.22 µM]	6%	-1%	-6%
COc1cc(NC(=O)Cn2ncc(Cl)c(Cl)c2=O)c(C)cc1[N+](=O)[O-]	-95*	27µM*	?	17µM*	-26%	?	?	?	3.7µM*
CCC(C)NC(=O)C1CCN(S(=O)(=O)c2ccc(OC)cc2)CC1 (stereo unspecified)	-11	-3%	-22%	i	2%	0.3%	-2%	0%	1%
CC(=O)c1ccc2noc(-c3ccc(C)cc3)c2c1	-17	24%	-2%	·	-3%	11%	15%	-6%	?
O=C(COC(=O)/C=C/c1cccc(F)c1)Nc1ccc(Cl)cn1	4	-16%	-4%	i	1%	3.6%	-9%	2%	2%
O=C(c1ccc2c(c1)OCO2)c1ccc[nH]1	-11	·	18%	i	7%	3.4%	·	·	·
Cc1cc(/C=N/n2cnnc2)c(C)n1-c1ccc(Cl)cc1	-8	-1%	13%	i	0%	2.8%	-12%	6%	17%
CC1CC(C)CN(C(=O)C2CCCN(S(=O)(=O)c3cccc4nonc34)C2)C1 (stereo unspecified)	-3	-4%	32%[activator]	i	-1%	2.7%	·	-1%	14%
Cc1cc(C(=O)N2CCCC(C(=O)c3ccc(Oc4ccccc4)cc3)C2)n[nH]1 (stereo unspecified)	?	-25%	?	?	-16%	-2.1%	?	-9%	-2%
CN(c1ccccc1C(=O)Nc1ccccc1C(=O)NCc1ccco1)S(C)(=O)=O	-9	1%	5%	i	-3%	4.6%	-7%	6%	2%
COc1ccc(C(=O)Nc2ccc3c(c2)nc(CN2CCN(C(C)=O)CC2)n3C)cc1	3	2%	0%	i	8%	0.2%	·	-7%	0%
CCC1CN(C(=O)C2CCN(S(=O)(=O)c3c(C)noc3/C=C/c3ccccc3F)CC2)c2cc(Cl)ccc2O1 (stereo unspecified)	·	·	-3%	·	-4%	?	·	-1%	·

The last 6 records of the section before lead into the next:
SMILES	IL1B secr inh	ATXN2 expr inh	TGFb inhibitor	ATXN viability	HepG2 viability	Nrf2 activator	Nrf2 block	A549 viability	MCF10A rereplic
Cc1cc(/C=N/n2cnnc2)c(C)n1-c1ccc(Cl)cc1	-8	-1%	13%	i	0%	2.8%	-12%	6%	17%
CC1CC(C)CN(C(=O)C2CCCN(S(=O)(=O)c3cccc4nonc34)C2)C1 (stereo unspecified)	-3	-4%	32%[activator]	i	-1%	2.7%	·	-1%	14%
Cc1cc(C(=O)N2CCCC(C(=O)c3ccc(Oc4ccccc4)cc3)C2)n[nH]1 (stereo unspecified)	?	-25%	?	?	-16%	-2.1%	?	-9%	-2%
CN(c1ccccc1C(=O)Nc1ccccc1C(=O)NCc1ccco1)S(C)(=O)=O	-9	1%	5%	i	-3%	4.6%	-7%	6%	2%
COc1ccc(C(=O)Nc2ccc3c(c2)nc(CN2CCN(C(C)=O)CC2)n3C)cc1	3	2%	0%	i	8%	0.2%	·	-7%	0%
CCC1CN(C(=O)C2CCN(S(=O)(=O)c3c(C)noc3/C=C/c3ccccc3F)CC2)c2cc(Cl)ccc2O1 (stereo unspecified)	·	·	-3%	·	-4%	?	·	-1%	·
Cc1ccc(S(=O)(=O)CCC(=O)Nc2nc(-c3ccncc3)cs2)cc1	?	·	-13%	?	-23%	?	9%	-1%	5%
O=C(COC(=O)c1cccs1)Nc1cc(S(=O)(=O)N2CCOCC2)ccc1Cl	0	·	-2%	i	-9%	-0.2%	2%	12%	1%
Cc1noc(C)c1S(=O)(=O)N(CC(=O)Nc1ccc2c(c1)OCO2)c1ccc(C(C)C)cc1	4	-2%	-3%	i	-6%	-0.1%	3%	0%	5%
Cc1cccc(NC(=O)c2cc([N+](=O)[O-])ccc2NC2CCCCC2)c1	-22	6%	-28%	i	-3%	1.4%	8%	-17%	-4%
COc1ccc(N(C(C)C(=O)N/N=C/c2ccc(OCC(C)C)cc2)S(C)(=O)=O)cc1 (stereo unspecified)	0	4%	-5%	?	-24%	3.7%	-14%	2%	19%
CCOC(=O)COc1ccc([N+](=O)[O-])cc1-c1ccnc2cc(-c3ccc(Cl)cc3)nn12	·	15%	-4%	i	-4%	0.5%	5%	-7%	·
CCCCN(CCCC)Cc1ccc(C(=O)NNC(=O)Nc2ccccc2)o1	-4	·	-26%	i	-10%	-0.9%	7%	9%	6%
O=C(CSc1ncc(C(F)(F)F)cc1Cl)N1CCN(S(=O)(=O)c2ccccc2)CC1	1	8%	4%	i	-20%	-0.5%	-21%	1%	17%
O=C(OCc1ccc(COC(=O)c2cccnc2Cl)cc1)c1cccnc1Cl	-3	-35%	14%	i	-47%	-0.2%	4%	13%	1%

Compound activity (PubChem)
